Wnt act = Wnt/beta-catenin pathway activation. hit rate 1.2% among 300,000. Wnt/beta-catenin reporter cell assay, activator, plate reader. AID 743398. activation, % at 9.35 µM; in the data active = activation above about 30%, passing the limit was not always enough;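 also: 0% = neutral control wells and 100% = positive control wells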
* hit, by the source's call. A portion of the library, so the mix of outcomes need not match the whole.

The first three compounds, to show the layout:
Molecule	Wnt act
COCC(=O)N[C@H]1CC[C@@H](CC(=O)OC)O[C@@H]1CO	-0.5
Nc1[nH]c(C(=O)c2ccccc2)c(-c2ccncc2)c1C(=O)NCCc1c[nH]c2ccccc12	-1.4
Cc1cc2c(nc1C)CCCN2Cc1ccccn1	-0.4

This part in full, from the start:
Molecule	Wnt act
COCC(=O)N[C@H]1CC[C@@H](CC(=O)OC)O[C@@H]1CO	-0.5
Nc1[nH]c(C(=O)c2ccccc2)c(-c2ccncc2)c1C(=O)NCCc1c[nH]c2ccccc12	-1.4
Cc1cc2c(nc1C)CCCN2Cc1ccccn1	-0.4
O=C(NCc1ccccc1)c1cc(C2CCCN(C(=O)C3CCCCC3)C2)on1 (configuration not stated)	-3.3
CCOc1ccc(CCN2C(=O)C(=O)N([C@@H](CC(C)C)CN3CCC[C@H]3CN3C(=O)C(=O)NC[C@@H]3Cc3ccccc3)C[C@@H]2Cc2ccc(O)cc2)cc1	-3.7
C[C@H](O)[C@@H]1CN2CCc3ccc(-c4ccc5c(c4)OCO5)cc3[C@@H]2C[C@@H]1N(C)Cc1cc(Cl)cc(Cl)c1	-5.6
COc1ccc(C(C)=O)cc1Cn1c(C)c(C(=O)NC2CC2)sc1=O	-0.8
CC1(C(=O)NC2CCCCC2)CCC(=O)N1C1CCN(Cc2ccccc2)CC1 (configuration not stated)	-1.5

Molecule	Wnt act
CC1(C)OC(=O)C2=C(CC(CCc3ccccc3)OC2c2ccc(Cl)cc2)O1 (configuration not stated)	-2.3
COc1cccc(-c2cnc(C(O)c3cccc(C)c3C)[nH]2)c1 (configuration not stated)	-1.2
Cn1c(=O)c2c(nc(/C=C/c3cccc(Cl)c3)n2C)n(C)c1=O	0.4
O=C(NCc1ccco1)Nc1c(Cl)cc(Cl)cc1Cl	-1.4
COc1cc(C(=O)N2CCCC(c3cc(C(=O)NCc4ccccc4)no3)C2)cc(OC)c1C (configuration not stated)	-1.3
CCNC(=O)C1(C)CCN(Cc2ccc(C(F)(F)F)cc2)C1 (configuration not stated)	-6.2
CC(C)C[C@H]1CN(CCCC[C@H]2CNC(=O)C(=O)N2CCc2ccc(O)cc2)C(=O)C(=O)N1CCc1ccccc1	2.7
COc1ccc(-c2cc3nc(NCc4ccc(C)cc4C)n(C)c(=O)c3s2)cc1OC	-3.1

Molecule	Wnt act
CCc1nc2ccc(C(=O)N3CCN(C(=O)c4ccco4)CC3)cn2c1N(CC)CCOC	-3.0
O=C1NC[C@@H](CCCCN2CCN(Cc3ccccc3)C(=O)C2=O)N(CCC2CCCCC2)C1=O	-2.4
CC(C)NC(=O)C1Cc2c(-c3ccc(Cl)cc3)ccnc2O1 (configuration not stated)	-2.0
CCC(C(=O)NC1CCCC1)n1c(-c2ccncc2)nc2ccccc21 (configuration not stated)	1.3
CC(C)CNc1ccc2c(c1)OC[C@H](C)NS2(=O)=O	2.9
C#CCNC(=O)C[C@@H]1C[C@@]2(C(=O)OC)CC(C)(C)CC=C2N(Cc2ccccc2)C1=O	-1.1
Nc1nc2ccc(Cl)cc2cc1C(=O)NCCc1ccc(O)cc1	1.1
CCOC(=O)C1=CCN(S(=O)(=O)c2ccc(Cl)cc2)C1c1cccc(Br)c1 (configuration not stated)	-1.4

Molecule	Wnt act
O=C1Nc2ccccc2C(=O)N(Cc2ccccc2)C1C(=O)NC1CC1 (configuration not stated)	-0.9
CCOC(=O)[C@]12CCCC=C1N(Cc1cccc3ccccc13)C(=O)[C@H](CC(=O)NCc1cccc(C(F)(F)F)c1)C2	-7.1
CC(=O)c1cccc(-c2ccnc3c2CC(C(=O)Nc2ccc(F)c(Cl)c2)O3)c1 (configuration not stated)	-0.8
CN(c1cc2c(c3c1ccn3C)C1CCC2O1)C1CCCCC1 (configuration not stated)	-1.9
CCC1OC(C(C)C)Cc2[nH][nH]c(=O)c21 (configuration not stated)	0.7
N#Cc1cccc(NC(=O)c2cc(C3CCCCN3S(=O)(=O)c3cccc4cccnc34)on2)c1 (configuration not stated)	-3.4
CCCc1nc2ccc(Cl)cn2c1Cc1cccc(Cl)c1	1.6
Cc1ccc(S(=O)(=O)N2[C@@H](c3cccc(Cl)c3)C(C(=O)OC(C)(C)C)=CC[C@H]2c2cccc(Cl)c2)cc1	-3.9

Compounds shown so far with a furan ring, fused or not, in the order listed:
Molecule	Wnt act
O=C(NCc1ccco1)Nc1c(Cl)cc(Cl)cc1Cl	-1.4
CCc1nc2ccc(C(=O)N3CCN(C(=O)c4ccco4)CC3)cn2c1N(CC)CCOC	-3.0

Further records follow.
Molecule	Wnt act
O=C(/C=C/[C@H]1O[C@@H](n2ccc(=O)[nH]c2=O)[C@H](O)[C@@H]1O)NCCc1cccs1	-0.7
Cc1ccc(NC(=O)CCC(=O)NN=Cc2ccc(C)o2)c(C)c1	-1.8
CC1(C(=O)Nc2ccc3[nH]ncc3c2)CCN1C(=O)Cc1ccc(-c2ccccc2)cc1 (configuration not stated)	-1.0
CCOC(=O)C1=CCN(S(=O)(=O)c2cccc(Cl)c2)C1c1ccccc1 (configuration not stated)	-2.2
COc1cc(-c2cc(C(=O)NN3CCN(C)CC3)c3ccccc3n2)cc(OC)c1OC	-2.4
COC(=O)C1=C(C)N(C)C(=NCc2ccc(C(F)(F)F)cc2)NC1c1ccc(F)cc1 (configuration not stated)	-6.9
O=C(NCC(F)(F)F)[C@H]1O[C@@H](n2ccc(=O)[nH]c2=O)[C@H](O)[C@@H]1O	-1.1
CCCc1nc2ccc(Cl)cn2c1Cc1ccsc1	-1.1

Molecule	Wnt act
COc1ccc(OC)c(NC(=O)C2(C)CCN2Cc2ccccc2Cl)c1 (configuration not stated)	-0.4
Cc1ccc(Cn2c(C)c(C(=O)NCc3ccc(Cl)c(Cl)c3)sc2=O)cc1	-3.2
CCOC(=O)C1=C[C@@H](C(C)(C)C)N(S(=O)(=O)c2ccc(C)cc2)[C@H]1c1ccccc1Cl	-2.0
Cc1ccnc(Nc2ccc(CCO)cc2)n1	9.1
COc1ccc(Cc2c(C(C)(C)C)nc3ccc(Br)cn23)c(C)c1	-1.1
CCCCOCCCNC(=O)C[C@H]1C[C@@]2(C(=O)OC)C(=C[C@H](C(C)(C)C)O[C@@H]2C)N(CCC2=CCCCC2)C1=O	-11.1
CC(C)(C)c1ccc(C(=O)N2CCC2(C)C(=O)Nc2cccc3ncccc23)cc1 (configuration not stated)	-2.7
Cn1c(=O)c2cc(NC(=S)NCc3ccccc3F)ccc2n1C	13.5

Molecule	Wnt act
COc1cc(NC(=O)c2cccc3c(-c4cccnc4)coc23)cc(OC)c1OC	-3.5
O=C1NC[C@H](Cc2ccc(O)cc2)N(C[C@@H]2CCCN2C[C@H](Cc2ccccc2)N2C[C@H](Cc3ccc(O)cc3)N(CC3CCCCCC3)C(=O)C2=O)C1=O	-1.2
COC(=O)c1cccc(Nc2cc(C)n(-c3cccc(C(=O)OC)c3)c(=O)c2)c1	-1.0
O=C(Nc1ccc(OC(F)(F)F)cc1)N1CCc2nc(NCc3cccc(Oc4ccccc4)c3)ncc2C1	-2.8
CCc1nc2ccc(C(=O)NCCCn3ccnc3)cn2c1N(C)Cc1nccs1	-3.1
CCC(C(=O)NC(C)(C)C)n1c(-c2ccc(C)cc2)nc2ccccc21 (configuration not stated)	0.1
CCOC(=O)C1CSCCS(=O)(=O)N1Cc1ccccc1F (configuration not stated)	-3.9
O=C(NCC1CCN(C(=O)C(=O)c2cc3ccccc3o2)CC1)c1cccnc1	2.3

Molecule	Wnt act
CCCCn1nnnc1C(c1cc2ccccc2o1)N1CCN(c2c(C)cccc2C)CC1 (configuration not stated)	-2.6
CC(=O)C1=C(C)N(Cc2ccccc2)C(=S)NC1c1cccc(Br)c1 (configuration not stated)	-4.8
CCOC(=O)[C@]12CCCC=C1N(Cc1ccc(Cl)cc1Cl)C(=O)[C@H](CC(=O)NCCCCc1ccccc1)C2	-9.1
CCOC(=O)N(C)c1c(CC)nc2c(OCCOc3ccccc3)cccn12	-0.7
CC1(C(=O)Nc2ccc3c(c2)OCCO3)CCN1C(=O)Cc1ccc(-c2ccccc2)cc1 (configuration not stated)	1.8
CC1(C(=O)NS(=O)(=O)C2CC2)CCN(C(=O)c2cc3ccccc3s2)C1 (configuration not stated)	2.2
N#Cc1ccc(C23CC4(C2)[C@H](CN(Cc2ccc(C(F)(F)F)cc2)[C@@H]4c2ccccc2)C3c2ccc(C(F)(F)F)cc2)cc1 (some centres not stated)	-7.1
CCOC(=O)C(=O)N(C)c1c(CC)nc2c(OCc3ccc(OC(F)F)cc3)cccn12	-2.9

Molecule	Wnt act
CN(C)Cc1csc(Nc2ccc(C(=O)c3ccccc3)cc2)n1	-2.8
O=C(NCc1ccccn1)[C@@H]1CCCN1C(=O)[C@@H]1CCCN1C(=O)c1ccccc1	-1.3
Cc1ccc(CN2C(=O)c3ccccc3C2c2nnnn2C(C)C)cc1 (configuration not stated)	-0.9
Cc1sc(CO)c(Sc2ccccc2)c1C(=O)O	-0.2
COc1ccc(C(O)c2ncc(-c3ccccc3C)[nH]2)cc1F (configuration not stated)	-1.6
OC[C@@H]1CN(CCN2CCOCC2)C[C@H](n2cnc3c(NC4CCCC4)ncnc32)O1	-3.6
CCC(=O)N1CCCC1(C)C(=O)Nc1ccc(C)c(C)c1 (configuration not stated)	-4.1
Cn1c(NCc2ccc3occc3c2)nc2cc(-c3ccc(F)cc3)sc2c1=O	-0.9

Three of these compounds in another layout:
CN(C)Cc1csc(Nc2ccc(C(=O)c3ccccc3)cc2)n1
  Wnt act = -2.8

O=C(NCc1ccccn1)[C@@H]1CCCN1C(=O)[C@@H]1CCCN1C(=O)c1ccccc1
  Wnt act = -1.3

Cc1ccc(CN2C(=O)c3ccccc3C2c2nnnn2C(C)C)cc1 (configuration not stated)
  Wnt act = -0.9

More results follow.
Molecule	Wnt act
O=c1[nH][nH]c2c1[C@H](c1ccc(F)cc1)O[C@H](CCc1ccccc1)C2	-2.3
CCCNC(=O)C1(C)CCN(C(=O)c2oc3ccccc3c2C)C1 (configuration not stated)	-2.9
COC(=O)c1ccc2nc(-c3ccccc3)c(Cc3ccccc3C(F)(F)F)n2c1	7.1
Cc1noc(C)c1NC(=O)Nc1ccc2c(c1)C(=O)N([C@H](C)CO)C[C@H](C)[C@H](CN(C)Cc1ccncc1)OCCCC[C@@H](C)O2	-1.8
COC[C@H]1CCCN1[C@H]1CS(=O)(=O)N[C@@H]1COCc1ccccc1	-2.1
COC(=O)C1=CN(c2ccc(C)cc2)C(N)=C(C#N)C1c1ccccc1F (configuration not stated)	-4.7
CC(C)[C@H](N)C(=O)N[C@H](C(=O)N1CCC2CCN(Cc3ccccc3)CC21)C(C)C (some centres not stated)	-3.5
CCC(c1nnnn1-c1ccc2c(c1)OCCO2)N1CCN(c2ccc(C)cc2)CC1 (configuration not stated)	-2.7

Molecule	Wnt act
CCCN(CC1CC1)c1cc2c(c3c1ccn3C)C1CCC2O1 (configuration not stated)	-0.9
CC1(C(=O)NS(=O)(=O)Cc2cccc(Cl)c2)CCN1C(=O)C1(c2ccc(Cl)cc2)CCC1 (configuration not stated)	-5.2
Clc1ccc(-c2nc3c4ccccc4ccn3c2Cc2ccsc2)cc1	7.1
Nc1ncnc2c1ncn2[C@@H]1O[C@H](C(=O)NS(=O)(=O)c2ccccc2[N+](=O)[O-])[C@@H](O)[C@H]1O	-1.2
CSCCC(C(=O)NC1CCCC1)n1c(C2CCCC2)nc2ccccc21 (configuration not stated)	2.2
O=C1NC(=O)C2(CCCc3ccc(N(CCO)CCO)cc32)N1 (configuration not stated)	0.4
COC(=O)C1=C(C)N(Cc2ccccc2C(F)(F)F)C(=NCC2CC2)NC1CCc1ccccc1 (configuration not stated)	-11.2
COC(=O)C[C@H]1CC[C@@H](NC(=O)c2ccncc2)[C@@H](CO)O1	-0.2

Molecule	Wnt act
Cc1ccccc1-c1cc2c(c3c1ccn3C)C1CCC2C1 (configuration not stated)	0.7
O=C(NCc1ccccc1)C1C(=O)Nc2ccccc2C(=O)N1C1CCCC1 (configuration not stated)	2.4
Cc1noc(C)c1-c1ccc(C(=O)NCC2CC2)c2occc12	7.6
O=C(NC1CCCC1)C1c2ccccc2OCC(=O)N1Cc1ccc2c(c1)OCO2 (configuration not stated)	1.9
Cc1noc(C)c1S(=O)(=O)NC(=O)C1(C)CCN1C(=O)C1(c2ccc(Cl)cc2)CC1 (configuration not stated)	3.4
COC(=O)C1=C(C)N(Cc2ccccc2C(F)(F)F)C(=NCc2ccc(OC)cc2)NC1c1ccc(Cl)cc1 (configuration not stated)	-16.5
COC(=O)C1(C(=O)OC)c2ccccc2CN(S(=O)(=O)c2ccc(C)cc2)C1CC(C)=O (configuration not stated)	-2.0
COc1ccc(S(=O)(=O)NC(=O)C2(C)CCN2C(=O)Cc2ccccc2Cl)cc1 (configuration not stated)	0.3

Molecule	Wnt act
CCCN(CC1CC1)c1cc2c(c3c1ccn3C)C1CCC2C1 (configuration not stated)	-1.5
O=C(N=Nc1c(O)[nH]c2c(Cl)cc(Cl)cc12)c1ccccc1O	1.2
OC[C@@H]1CN(Cc2ccc(-c3ccccc3)cc2)C[C@H](n2cnc3c(NC4CCC4)ncnc32)O1	-1.6
c1ccc(N2CCN(c3cccc(-c4cc5ccccc5s4)n3)CC2)nc1	-0.4
CCc1nc2ccc(C(=O)N3CCN(S(=O)(=O)CC)CC3)cn2c1N(C)CCC(C)C	-2.4
Cc1c(P(=S)(c2ccccc2)c2ccccc2)[n+]2ccccc2n1CCc1ccccc1	-2.3
Nc1c(-c2ccccc2)nc2ncccn12	-0.2
COc1ccc(-c2cc(CNc3nc4cc(-c5ccccc5C)sc4c(=O)n3C)on2)cc1	26.4
C[C@H](O)[C@@H]1CN2CCc3c([nH]c4ccccc34)[C@@H]2C[C@@H]1N(C)C(=S)NCCc1ccccc1	-2.2
O=c1[nH]c(=S)[nH]c2c1[C@H](C1CC1)O[C@H](CCc1ccccc1)C2	-5.3

Source: PubChem (Broad Institute)
